# Assay outcomes as filed in PubChem.
# esBAF inh – SWI/SNF esBAF complex inhibition; reporter increase, % at 12.5 µM; 2% of 350,000 active; mouse ES cells, Bmi1-luciferase knock-in reporter, 24 h; 100% = twice the neutral-well signal; AID 602393; in the data active means activation above about 40%;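 further: 0% = median of the plate's neutral control wells and 100% = double that signal; a rise in the Bmi1 reporter signal indicates esBAF inhibition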
# E-selectin induc – induces E-selectin expression in human endothelial cells; P16581; HUVEC E-selectin immunofluorescence imaging; normalized: neutral wells 0, TNF-alpha wells 100; activation, % at 7.58 µM; 0.37% of 260,000 active; AID 686992;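 active means mean E-selectin-positive cell signal at least 10% of the positive control, reached in at least 60% of replicates, without over 20% cell loss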;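 further: in these data hits start at about 27%; measured in HUVEC primary endothelial cells; signal is the percent of cells scored E-selectin positive by PE staining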
# Target sequence (P16581 whole entry, looked up): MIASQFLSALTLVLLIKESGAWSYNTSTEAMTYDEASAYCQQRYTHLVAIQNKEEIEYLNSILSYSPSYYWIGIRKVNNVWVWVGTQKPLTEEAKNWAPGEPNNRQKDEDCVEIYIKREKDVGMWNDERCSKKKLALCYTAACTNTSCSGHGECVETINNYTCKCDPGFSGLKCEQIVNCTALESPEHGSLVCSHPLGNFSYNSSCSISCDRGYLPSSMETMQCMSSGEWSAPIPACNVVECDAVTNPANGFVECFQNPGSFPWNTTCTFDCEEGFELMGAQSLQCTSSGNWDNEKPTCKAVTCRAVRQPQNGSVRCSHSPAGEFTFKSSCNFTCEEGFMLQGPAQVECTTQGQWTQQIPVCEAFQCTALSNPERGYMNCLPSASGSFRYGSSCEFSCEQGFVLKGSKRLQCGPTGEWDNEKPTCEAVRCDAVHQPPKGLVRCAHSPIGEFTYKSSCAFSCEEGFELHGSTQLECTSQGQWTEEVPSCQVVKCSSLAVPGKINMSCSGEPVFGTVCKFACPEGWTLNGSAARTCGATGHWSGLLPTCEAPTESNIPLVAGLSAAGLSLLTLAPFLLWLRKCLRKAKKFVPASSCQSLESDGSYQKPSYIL
#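 material = human umbilical vein endothelial cells (HUVEC), E-selectin induction | quantity = 3,000 cells/well | medium = EGM-2 growth medium on 0.1% gelatin-coated wells | technique = immunofluorescence imaging | read-out basis = % PE-positive cells | control set = TNF-alpha positive control, DMSO neutral control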
# S100A4 MyoIIA – inhibitors of human S100A4 binding to myosin IIA peptide; P26447; S100A4/TAMRA-MyoIIA peptide fluorescence polarization; inhibition, % at 10.7 µM; 0.14% of 360,000 active;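 active means mean inhibition of at least 70% across replicates, with every replicate also reaching that level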
# Target sequence (P26447 whole entry, looked up): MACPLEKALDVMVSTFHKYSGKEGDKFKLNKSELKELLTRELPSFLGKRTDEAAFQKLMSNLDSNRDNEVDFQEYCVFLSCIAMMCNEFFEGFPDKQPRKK
#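 Test system: S100A4 monomer protein; Medium: HEPES pH 7.2 with CaCl2, KCl, NaCl, DTT, Triton; Probe or stimulus: TAMRA-labelled myosin IIA heavy-chain peptide probe, 5 nM; Doses: one dose per compound; Times: polarization read 5 min after assay mix addition, stable 5–60 min; Benchmarks: neutral control DMSO, positive control TFP.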
# Xi reactivation – X-chromosome reactivation activator | 0.055% of 360,000 active | XiGFP mouse fibroblasts, % GFP-positive cells imaging, 3 d; cells co-treated with 5-aza-dC sensitizer; scaled so ellipticine positive control = 100% | activation, % at 7.58 µM;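 active means mean normalized replicate activation at least 10% and every replicate at or above 10%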;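 further: 0% = median of on-plate neutral control wells and 100% = ellipticine 6 µM median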
#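 System: 68-5-11 XiGFP fibroblast line | Buffer or medium: DMEM containing 5-aza-dC | Compound: Single point | Times: Compounds 3 days, fix/stain 15 min at room temperature | Benchmarks: Positive control ellipticine, 6 µM final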
# FN deposition inh – fibronectin deposition inhibition; inhibition, % at 12.6 µM; 0.086% of 350,000 active; AH1F fibroblasts, Alexa488-fibronectin deposition fluorescence, overnight;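 active means mean inhibition across replicates of 30% or more, regardless of how many single replicates reach that level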;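 further: positive control wells lacked labelled fibronectin entirely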
#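 Material – AH1F fibroblast monolayer, labelled fibronectin deposition · Reagent – labelled fibronectin 24 nM · Timing – 1 h adhesion, overnight exposure · Measured by – fluorescence at 485 nm excitation, 525 nm emission · Read-out – inhibition of fibronectin deposition signal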
# RAD54 inh – blocks human RAD54 Holliday junction branch migration; AID 602329; Q92698; FAM/BHQ fluorescence; 0.14% of 360,000 active; inhibition, % at 10.4 µM;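 active means mean normalized replicate activity at least 40 and at least half of replicates scoring 40 or more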;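 further: 0% = median of neutral control wells and 100% = median of positive control wells; inhibitors cause a drop in the FAM fluorescence signal; in these data hits start at about 50%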
# EWS-Fli inh – inhibitors of EWS/Fli oncoprotein transcriptional activity | A673 NR0B1-luciferase reporter, viability-normalised | inhibition, % at 12.6 µM | 0.67% of 350,000 active | AID 651661;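 active means mean inhibition of at least 50% after viability correction, with every replicate also passing that limit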;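 further: firefly luciferase signal divided by Alamar Blue viability fluorescence both relative to DMSO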
# RAD52 inh – blocks human RAD52 DNA annealing; 0.46% of 360,000 active; recombinant RAD52 DNA annealing, FRET fluorescence; P43351; inhibition, % at 18.7 µM; AID 651710;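 active means every replicate showing at least 50% inhibition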
# * marks the source's active call; other numbers are inactive results; i = inactive; . = not tested or not shown.
Molecule,Xi reactivation,esBAF inh,RAD54 inh,RAD52 inh,E-selectin induc,S100A4 MyoIIA,EWS-Fli inh,FN deposition inh
C[C@H](O)C#Cc1ccc2c(c1)O[C@@H](CN(C)Cc1ccccn1)[C@@H](C)CN([C@H](C)CO)S2(=O)=O,-0.5,-2.6,1.8,6.7,0.3,-2.5,0.8,.
O=C(O)c1cc(NN=Nc2ccc(Br)cc2)cc([N+](=O)[O-])c1,-0.2,.,.,-24.2,0.1,7.8,-0.7,0.5
CS(=O)(=O)N1CC2(C1)[C@H](c1ccccc1)[C@H](CO)N2Cc1ccc(F)cc1,0.0,.,.,-16.8,-0.2,-7.0,-3.9,.
COc1ccc(C(=O)NC(=O)CSc2nc3nc(C)cc(C)n3n2)cc1,1.8,2.9,14.1,-36.2,.,2.3,4.2,-1.1
O=C(Nc1ccc(Br)cc1Cl)c1ccc2c(=O)n3c(nc2c1)CCC3,0.2,.,5.2,2.6,.,4.4,-101.4,-9.1
O=c1cc(-c2ccc(Br)cc2)[nH][nH]1,0.0,.,.,-7.7,-0.5,5.4,0.4,-1.5
Clc1ccc(-c2cn3cc(Cl)ccc3n2)cc1,0.0,.,.,-0.6,.,2.0,4.3,4.9
Cc1cccc(-c2ccc([C@H]3[C@H](CO)N4CCCCN(C(=O)c5ccncc5)C[C@@H]34)cc2)c1,0.1,0.2,-0.3,.,0.1,.,2.5,.
C[C@H]1CN([C@@H](C)CO)C(=O)c2ccccc2-c2ccccc2CO[C@@H]1CN(C)C(=O)[C@@H]1CCCN1C,0.2,7.4,3.0,-20.6,-0.2,2.9,-11.7,-16.5
COc1ccc(C(CNC(=O)c2cccnc2SC)N2CCOCC2)cc1 (configuration not stated),.,1.7,6.4,6.5,.,-0.2,.,.
CCOC(=O)N1CCN(C(=S)NC(=O)c2ccc(F)cc2)CC1,0.0,.,.,-15.5,7.5,-5.9,-29.0,9.6
CCC(C(=O)NCCCN1CCOCC1)n1c2ccccc2c2nc(=O)cc(C)n21 (configuration not stated),0.0,-5.1,-11.8,-11.3,.,3.3,-3.7,1.2
Cc1nc2ncccn2c1-c1csc(Nc2cccc(C(=O)O)c2)n1,0.0,5.8,3.6,-14.5,0.0,-11.2,3.8,0.9
CC[C@H](C)Cc1cn([C@@H](CCCN=C(N)N)C(=O)NCCCCCCCCCCC(=O)N2CCNCC2)nn1,0.0,-1.2,11.6,52.0*,0.2,4.9,-17.1,4.5
O=C(COC(=O)CNC(=O)c1ccc(Cl)cc1Cl)NC1CCCCCCC1,-0.7,-10.1,15.3,-7.0,-0.6,-7.6,-2.2,-1.0
COc1ccc(OC)c(S(=O)(=O)N2CCN(c3ccccn3)CC2)c1,.,2.9,-13.2,8.7,.,-1.6,1.1,.
CC1CCCN(C(=O)COC(=O)Cc2ccc(Cl)cc2)C1 (configuration not stated),-0.1,-3.3,.,-3.7,-0.1,-7.5,1.3,3.9
CCS(=O)(=O)N1CC2(CN(Cc3ccccc3F)[C@H](CO)c3[nH]c4cc(OC)ccc4c32)C1,0.0,.,.,-21.3,-0.1,-7.1,-2.4,-14.9
C[C@H]1CN([C@@H](C)CO)C(=O)c2cc(NC(=O)Nc3ccccc3)ccc2O[C@H]1CN(C)S(=O)(=O)c1ccc(Cl)cc1,-0.1,0.2,-10.8,11.8,0.7,4.4,6.4,.
CCCNC(=O)N(C)C[C@H]1Oc2ncc(C#CC3CC3)cc2C(=O)N([C@H](C)CO)C[C@H]1C,0.1,-8.8,0.1,4.1,-0.2,5.7,-2.0,.
C[C@H]1CN([C@@H](C)CO)C(=O)c2cc(NS(C)(=O)=O)ccc2O[C@@H]1CN(C)Cc1ccc(C(F)(F)F)cc1,0.4,-4.2,-7.4,3.6,-2.5,0.4,-3.6,.
CCOC(=O)/C=C/C(=O)Nc1ccc(S(=O)(=O)Nc2c(C)cc(C)cc2C)cc1,0.0,.,.,-3.1,.,-1.0,0.5,9.7
CCS(=O)(=O)N1CCN(c2ccccc2)CC1,0.0,2.6,-1.7,-6.8,3.8,-0.4,0.1,-4.8
Cc1cccc(NC(=O)c2cccc(S(=O)(=O)Nc3c(C)n(C)n(-c4ccccc4)c3=O)c2)c1,-0.1,0.3,-4.1,-25.3,-0.2,0.8,7.0,1.4
O=C(N/N=C/c1cccs1)c1cc(C2CC2)nc2ccccc12,0.1,.,.,-10.8,.,-2.0,46.5,-5.2
Cc1[nH]c(-c2ccc(F)cc2)cc1C(=O)N1CCN(c2ccc(Cl)cc2)CC1,0.0,-0.3,2.1,-8.1,0.2,-0.8,0.3,-5.3
CCN(C(=O)CSc1nc2ccccc2n1CC(C)C)c1c(N)n(Cc2ccccc2)c(=O)[nH]c1=O,0.0,-7.0,-9.4,-30.1,.,-0.6,11.6,-5.0
COc1cc(NS(=O)(=O)c2ccc(NC(=O)c3ccc(S(=O)(=O)N4CCCCC4)cc3)cc2)ncn1,0.0,.,.,-12.3,.,-0.4,1.8,.
CCOC(=O)[C@@H]1[C@H]2COc3ccccc3[C@@H]2N2C(=O)N(c3ccc(F)cc3)C(=O)[C@]12C,0.0,-3.3,0.3,-37.9,-0.1,-3.7,-0.2,1.3
COc1ccc(NC(=O)Nc2ccc3c(c2)CC(=O)N([C@@H](C)CO)C[C@@H](C)[C@@H](CN(C)Cc2ccc(C(=O)O)cc2)O3)cc1,-0.1,-4.6,7.2,10.8,5.6,5.7,-6.8,.
CCCn1cnc2cc(NCc3ccccc3O)ccc21,-0.1,57.0*,2.3,-7.7,.,8.5,-26.7,0.4
COc1ccccc1NC(=O)NNC(=O)c1ccc2ccccc2c1O,-0.2,-5.9,-1.7,-8.2,-0.2,-0.5,.,-3.0
Cn1cc(CNC(=O)c2cc(-c3ccc(Br)cc3)nc3ccccc23)cn1,0.0,0.7,0.4,5.9,4.6,-2.2,-2.5,.
CCOc1ccc(/C=C/C(=O)NC2CCCCC2)cc1,0.5,32.0,-5.2,-1.4,-0.1,5.6,-63.6,-0.8
C/C(=C\c1ccc(Cl)cc1)C(=O)c1c(C)cc(C)[nH]c1=O,0.2,-5.3,3.6,-17.5,0.0,-15.7,-9.4,6.5
CC1CN(C(=O)c2ccccc2)CCC1=NO (configuration not stated),0.2,.,.,-4.0,0.3,-0.9,-3.1,-2.3
CN(Cc1ccccc1Br)C(=O)CSc1nnnn1C1CC1,0.0,14.8,-6.2,-2.1,-0.3,-5.9,-5.7,-3.4
C[C@@H]1CN([C@H](C)CO)C(=O)c2cc(-c3ccc(F)cc3)cnc2O[C@@H]1CN(C)C(=O)Nc1ccccc1F,-0.4,4.0,2.1,-3.7,-0.4,11.5,-10.0,3.4
Cc1cc(C)n(CCCNC(=O)c2ccc(C)o2)n1,0.3,-7.7,-2.2,0.3,-0.2,-3.7,-4.4,1.6
O=C(c1ccc(CS(=O)c2cccc(Cl)c2)o1)N1CCCCCC1 (configuration not stated),0.1,12.3,-7.7,-2.9,.,-2.3,-14.1,-4.6
CCOC(=O)/C=c1/s/c(=C\c2c(OC)ccc3ccccc23)c(=O)n1CC(=O)NCC1CCCO1 (configuration not stated),0.9,.,.,-19.1,0.3,-1.8,40.7,1.8
O=C(C[C@H]1CC[C@@H]2[C@H](COC[C@H](O)CN2Cc2cccc(F)c2)O1)NCCc1ccncc1,0.0,-0.6,-1.3,2.6,0.3,-1.5,4.3,-13.1
COC(=O)c1cc(NC(=O)CN(C)Cc2ccccc2)cc(C(=O)OC)c1,0.0,-1.9,-6.6,-10.9,-0.1,-5.0,3.6,-3.7
C/C(=N\OC(=O)c1ccccc1)c1c(C)nc2cc(C)ccn12,0.0,-4.9,-1.1,0.1,.,1.7,9.8,-2.9
O=C(NCC(F)(F)F)[C@@H]1[C@@H](CO)[C@@H]2Cn3c(cccc3=O)[C@@H]2N1C(=O)C1CCCC1,0.1,-2.8,-4.9,1.3,0.5,4.3,7.5,.
COc1ccc(OC)c(C(=O)c2c(C)oc3cc([N+](=O)[O-])c(O)c([N+](=O)[O-])c23)c1,0.0,.,-1.6,-16.1,.,3.3,-1.2,1.3
Nc1cnccc1C(=O)O,0.0,-2.6,-40.9,i,.,79.7*,6.2,7.1
O=C(Nc1cccc2ccccc12)NC1CCCCC1O (configuration not stated),0.0,-3.6,-2.3,-11.5,0.2,1.5,-2.9,-1.2
CCN(CC(=O)NC1CCS(=O)(=O)C1)S(=O)(=O)c1ccc(Br)cc1 (configuration not stated),-0.1,3.0,12.5,-4.3,.,1.5,2.2,-11.9
CCCN(Cc1cc2cccc(C)c2[nH]c1=O)S(C)(=O)=O,.,-4.6,-0.8,-3.4,.,-2.3,1.6,.
CCN(CC)Cc1c(C(=O)N/N=C/c2cccc3ccccc23)nnn1-c1nonc1N,0.1,-0.6,5.8,-26.6,.,1.5,-8.2,2.0
COc1ccc(-n2c(=O)c3ccccc3n(CC(=O)c3ccccc3)c2=O)cc1OC,0.8,-4.0,.,-12.6,-0.9,2.0,8.9,6.8
COC(=O)[C@@]12CCCN1[C@H](c1ccc(-c3ccc(C(C)=O)cc3)c(OC)c1)[C@H]1C(=O)N(C)C(=O)[C@H]12,0.3,2.7,-4.7,-239.3,0.1,-3.2,-1.8,-6.0
COCC(=O)Nc1ccc2c(c1)OC[C@H](C)N(CC1CC1)C[C@H](C)[C@@H](OC)CN(C)C2=O,0.0,.,.,1.8,0.0,-2.2,.,11.3
C[C@H](O)C#Cc1ccc2c(c1)O[C@H](CN(C)Cc1cncnc1)[C@H](C)CN([C@H](C)CO)S2(=O)=O,0.2,-4.8,-1.3,-8.5,-0.4,-3.3,-15.9,-6.3
COc1cc(OC)cc(C(C)=O)c1,.,-2.9,6.5,.,.,0.2,.,6.0
Cc1ccc2c(CC(=O)N3CCOCC3)coc2c1,0.2,.,.,-8.7,0.2,-19.7,-6.5,-7.9
CCC(=O)Nc1ccc2c(c1)OC[C@@H](C)N(Cc1ccccc1C(=O)O)C[C@@H](C)[C@H](OC)CN(C)C2=O,0.0,-4.6,3.8,-18.1,0.1,-6.2,-5.9,9.7
Cn1ccnc1SCC(=O)Nc1cccc(S(=O)(=O)N2CCCCC2)c1,0.0,.,.,-15.5,3.2,1.1,1.5,-9.6

# Record cards (already shown). Values in the order: Xi reactivation, esBAF inh, RAD54 inh, RAD52 inh, E-selectin induc, S100A4 MyoIIA, EWS-Fli inh, FN deposition inh
# `Cc1nc2ncccn2c1-c1csc(Nc2cccc(C(=O)O)c2)n1` reads 0.0, 5.8, 3.6, -14.5, 0.0, -11.2, 3.8, 0.9
# `CCC(C(=O)NCCCN1CCOCC1)n1c2ccccc2c2nc(=O)cc(C)n21` (configuration not stated) reads 0.0, -5.1, -11.8, -11.3, ., 3.3, -3.7, 1.2
